# High-throughput results (PubChem BioAssay)
# proKLK7 act: activates the human kallikrein-7 zymogen; purified proKLK7, EDANS-DABCYL substrate fluorescence; 100% is mature enzyme control, 0% vehicle; activation, % at 7 µM; actives 0.9% (n = 370,000);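 active means activation above the mean of all tested compounds plus 3 SD, computed per campaign excluding outliers beyond control limits, cut at about 13% in these data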
# MBD2 DNA inh: MBD2-methylated oligo binding inhibition; TR-FRET, MBD2 binding to methylated oligonucleotide; inhibition, % at 4.4 µM; actives 0.31% (n = 370,000); in the data active means inhibition above about 13%
# Target sequence (Q9UBB5 whole entry, looked up): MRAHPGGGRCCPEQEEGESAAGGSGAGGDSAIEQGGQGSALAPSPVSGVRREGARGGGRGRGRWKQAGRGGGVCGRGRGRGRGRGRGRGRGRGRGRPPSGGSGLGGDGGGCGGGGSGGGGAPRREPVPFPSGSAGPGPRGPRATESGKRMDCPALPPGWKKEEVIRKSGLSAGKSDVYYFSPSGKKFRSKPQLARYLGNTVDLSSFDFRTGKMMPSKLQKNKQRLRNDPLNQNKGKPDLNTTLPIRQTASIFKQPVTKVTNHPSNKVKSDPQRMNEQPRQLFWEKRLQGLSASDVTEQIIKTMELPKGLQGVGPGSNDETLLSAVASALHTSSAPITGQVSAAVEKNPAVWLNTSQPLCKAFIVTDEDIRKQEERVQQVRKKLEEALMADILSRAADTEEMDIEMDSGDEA
# Tn6 DDE FP: inhibitors of Tn6 peptide binding to human fibrin DD(E) | P02675 | Fibrin DD(E) TRITC-Tn6 fluorescence polarization displacement | inhibition, % at 8.3 µM | actives 0.21% (n = 370,000) | AID 720509;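 active means inhibition above a per-campaign cutoff: mean of compounds within control limits plus 3 SD, cut at about 15% in these data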;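 further: 0% = median of all compound wells on the plate and 100% = blocking peptide control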
# Target sequence (P02675 whole entry, looked up): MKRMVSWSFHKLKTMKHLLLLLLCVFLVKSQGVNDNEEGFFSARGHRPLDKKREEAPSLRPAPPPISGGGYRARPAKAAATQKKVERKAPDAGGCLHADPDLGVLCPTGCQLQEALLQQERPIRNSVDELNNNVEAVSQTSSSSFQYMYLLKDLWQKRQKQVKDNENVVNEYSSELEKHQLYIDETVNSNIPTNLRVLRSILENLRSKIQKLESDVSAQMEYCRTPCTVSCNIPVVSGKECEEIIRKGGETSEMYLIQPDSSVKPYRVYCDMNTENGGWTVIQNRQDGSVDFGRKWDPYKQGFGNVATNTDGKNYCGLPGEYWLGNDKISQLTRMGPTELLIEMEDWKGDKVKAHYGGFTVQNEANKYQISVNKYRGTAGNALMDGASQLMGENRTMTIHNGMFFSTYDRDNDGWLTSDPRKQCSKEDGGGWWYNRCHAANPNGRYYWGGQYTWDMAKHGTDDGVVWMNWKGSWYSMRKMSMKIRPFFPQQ
# DDE Tn7 FP inh: DD(E)-Tn7 binding inhibition, primary FP screen | FP displacement of FITC-Tn7 peptide from fibrin DD(E); 0% = median of compound wells per plate | inhibition, % at 8.3 µM | actives 0.13% (n = 370,000);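 active means inhibition above the mean of compounds falling within the control limits plus 3 SD of them, cut at about 14% in these data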;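 further: 0% = plate median of compound wells and 100% = 10 µM Aha-Tn7 peptide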
#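 Test system: human clot-derived fibrin DD(E) complex / Quantity: 2 µM final DD(E) protein / Incubation: 10 min plus 3 h, room temperature / Measured by: fluorescence polarization / Benchmarks: high control of 10 µM Aha-Tn7 peptide / Replicates: singlicate testing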
# PLC-gamma1 inh: PLC-gamma1 (human) inhibition, primary screen. P19174. purified PLC-gamma1, fluorogenic substrate, fluorescence. inhibition, % at 12.2 µM. actives 0.84% (n = 370,000). AID 720700; in the data active means inhibition above about 9.5%
# UHRF1 binding: UHRF1 methyl-DNA binding inhibition. Q96T88. UHRF1 binding to methylated oligo, TR-FRET. inhibition, % at 4.4 µM. actives 0.75% (n = 370,000). AID 687016; in the data active means inhibition above about 21%;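 further: UHRF1 SRA domain binding a hemimethylated CpG hairpin DNA probe; 0% = median of test compound wells and 100% = reference inhibitor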
# ADAM17 inh: inhibits human ADAM17; inhibition, % at 6.95 µM; actives 0.83% (n = 370,000); recombinant ADAM17, EDANS/DABCYL FRET peptide cleavage; P78536;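 active means inhibition above the mean of compounds lying between control limits plus 3 SD, set per campaign, cut at about 8.5% in these data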;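 further: 0% = DMSO-only wells as the low control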
# PLC-beta3 inh: inhibitors of human phospholipase C beta3 | Q01970 | Purified PLC-beta3, fluorogenic substrate, fluorescence | inhibition, % at 12.2 µM | actives 0.18% (n = 370,000); in the data active means inhibition above about 11%;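 further: 0% = median of compound wells on plate and 100% = full blocker control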
# ARFGAP1 inhibitor: rat ARFGAP1 inhibition; Arfgap1-stimulated ARF1 GTP hydrolysis, GDP FP detection; inhibition, % at 16.5 µM; actives 0.26% (n = 360,000);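 active means inhibition above a per-plate limit, mean inhibition of low control wells plus 3 SD, cut at about 25% in these data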;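 further: 0% = DMSO wells with enzyme and 100% = wells lacking Arfgap1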
# Target sequence (Q62848 1-136 limits assumed): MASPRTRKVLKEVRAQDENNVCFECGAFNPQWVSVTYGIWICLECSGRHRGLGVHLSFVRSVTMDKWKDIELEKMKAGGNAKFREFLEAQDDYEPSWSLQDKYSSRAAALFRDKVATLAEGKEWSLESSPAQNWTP
#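 System: truncated rat Arfgap1 GAP domain / Benchmarks: high control wells lacking Arfgap1, low control full reaction with DMSO / Times: compound-enzyme preincubation 20 min, reaction 120 min, detection 60 min, 25 °C / Repeats: one replicate per compound / Also added: human ARF1(Δ1-17)-GTP substrate / Measured by: Tracer-displacement fluorescence polarization with EDTA stop, 620/688 nm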
# ASAP1 GAP inh: blocks human ASAP1-stimulated Arf1 GTP hydrolysis; Q9ULH1; GDP FP detection; inhibition, % at 16.5 µM; actives 0.19% (n = 360,000); AID 624377; in the data active means inhibition above about 25%;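 further: 0% = vehicle with enzyme and substrate and 100% = no enzyme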
# * marks the source's active call; other numbers are inactive results; x = not tested or not shown.
SMILES,proKLK7 act,MBD2 DNA inh,Tn6 DDE FP,DDE Tn7 FP inh,PLC-gamma1 inh,UHRF1 binding,ADAM17 inh,PLC-beta3 inh,ARFGAP1 inhibitor,ASAP1 GAP inh
COCCN(C(=O)COC(=O)c1cccc2ccccc12)c1c(N)n(Cc2ccccc2)c(=O)[nH]c1=O,0.3,-4,-3,-4,0,5,-4,-9,2,9
O=C(Cc1ccccc1)NNC(=O)C1CC=CCC1 (stereo unspecified),0.0,1,8,2,-1,1,2,-7,-8,0
OCCN1CCOCCOCCN(CCO)CCN(CCO)CC1,-0.9,4,9,3,2,-1,-5,-1,8,1
CSc1nncc(/C(C)=N\Nc2ccccc2C)n1,0.6,1,-2,-1,1,-8,-2,2,1,-5
CCOC(=O)N1CCN(S(=O)(=O)c2ccc(C(=O)NNc3nc4c(C)cc(C)cc4s3)cc2)CC1,-1.4,7,-14,0,-111,0,9.7*,-142,19,14
COc1cccc(C(=O)NNC2=C(C(=O)C(F)(F)F)CCC2)c1,0.4,-7,-7,2,1,-2,-4,-3,-4,-3
Cn1c(NC(=O)c2ccccc2)c(-c2cccs2)c(=O)c2ccccc21,-0.5,1,10,4,-7,0,-7,-7,8,-7
CC(C)c1ccc(NS(=O)(=O)c2cn(C)c(=O)n(C)c2=O)cc1,-0.7,-3,2,1,-4,-1,-1,2,-5,-9
Cc1ccc(C2=NN(C(=O)CNCCO)C(c3cccs3)C2)cc1 (stereo unspecified),-0.1,6,0,3,-1,3,-6,-7,-2,0
CCC(CCC(=O)Nc1ccc(S(N)(=O)=O)cc1)C(=O)O (stereo unspecified),-0.3,-4,-1,1,6,4,-2,6,-1,-13
O=C(NC(=S)N1CCN(c2ccccn2)CC1)c1ccco1,-0.5,3,3,5,-2,1,-6,-2,5,4
Cc1ccc(S(=O)(=O)NC(=O)Nc2cccc([N+](=O)[O-])c2)cc1,-0.2,-1,0,-4,4,2,-1,-7,4,-11
O=c1c(-c2ccco2)[n+]([O-])c2ccccc2n1OCc1ccccn1,-5.0,-3,-7,-1,-39,-4,-9,-42,-9,15
c1ccc(CN2CCN(Cc3c[nH]c4ccccc34)CC2)cc1,0.5,2,2,-5,-1,0,-3,-5,4,-3
O=C(CCS(=O)(=O)c1ccccc1)Nc1ccc(S(=O)(=O)Nc2ncccn2)cc1,0.1,1,-3,3,-1,3,-4,-6,9,-15
COc1ccc(N2CCN(C(=O)c3ccc4c(=O)n(CC5CCCO5)c(=O)[nH]c4c3)CC2)cc1 (stereo unspecified),-0.4,0,3,-4,-2,-3,0,2,-9,8
Cc1ccc(OCCC(=O)OCC(=O)c2ccc3c(c2)NC(=O)CO3)cc1,0.0,-3,7,0,-3,0,-2,-8,6,0
COc1ccc(S(=O)(=O)N2CCCCC2)cc1NC(=O)c1ccc(CS(C)(=O)=O)cc1,-7.5,-5,-1,8,0,-2,-3,-6,5,4
Cc1ccc(-c2[nH]ncc2/C=C(\C#N)C(=O)NC2CCCCC2)cc1,0.3,-3,-2,0,-6,0,4,-8,2,9
Cn1c(CCN2CCCCC2)nc2cc(NC(=O)COc3ccccc3)ccc21,1.6,0,-4,3,-1,-2,-30,4,7,-3
CN(C)S(=O)(=O)N1CCC(Oc2cccc(C(=O)NC3CCCCC3)c2)CC1,0.0,-6,0,4,0,-3,-4,-5,3,-17
CC(C)NC(=O)N[C@@H]1C[C@@H]2O[C@@H](CO)CC[C@@H]2O[C@@H]1CCc1ccc(-c2ccccc2F)cc1,0.5,3,3,6,-2,5,-3,-2,x,x
Clc1ccc(SCc2cc(-c3ccc(Cl)cc3)on2)cc1,0.5,-1,-2,-6,0,0,-1,2,11,0
Clc1ccccc1-c1nc(-c2cccnc2)no1,-0.5,8,1,-9,6,17,2,-1,-10,4
CC(=O)c1ccc(N/N=C2/CCCNC2=O)cc1,-0.5,5,-12,2,5,0,1,-2,-8,1
CCOc1ccccc1N1CCN(C(=O)c2c(C)noc2C)CC1,-0.1,3,-7,-2,-2,3,-4,-2,-7,7
Cc1nc(SCC(=O)c2c[nH]c3ccccc23)n[nH]1,0.2,-3,-1,-3,-1,0,-1,3,12,-6
COc1ccc(-c2ccc(C(C)=O)cc2)cc1[C@H]1[C@H]2C=CC[C@@H](C)[C@@H]2C(=O)N1Cc1ccccc1,-1.9,-3,1,-3,-13,3,4,-28,4,5
CCOC(=O)C1(C)CCCN(C(=O)c2ccc(OC)cc2)C1 (stereo unspecified),-1.1,1,2,-4,-2,-1,-4,3,3,12
COc1ccc(/C=N/NC(=O)c2nc(Cl)c(Cl)c(N)c2Cl)cc1COc1ccccc1F,42*,-6,7,1,-222,-3,-118,-337,-9,-4
CCc1nc2c(OCCOc3ccccc3)cccn2c1N(C)C(=O)c1ccc(C)cc1,0.6,2,-1,-4,0,-2,-6,-3,-1,-8
CCOc1ccc(-c2nnc3ccc(SCC(=O)Nc4nc5ccccc5s4)nn23)cc1,-0.1,0,6,-3,-69,0,-14,-87,2,4
COc1ccc(C2CC(=O)C(C=NCC(C)C)=C(O)C2)cc1 (stereo unspecified),-0.1,-2,-2,-3,1,-2,0,-6,-14,0
OC(CNCc1ccccc1)COc1ccccc1 (stereo unspecified),0.1,1,-7,-1,-2,-3,-1,-1,8,3
O=C(c1ccc(S(=O)(=O)NCC2CCCO2)cc1)N1CCN(c2ccccc2)CC1 (stereo unspecified),-0.1,3,3,5,1,-2,-2,2,6,13
Cc1c(Br)c([N+](=O)[O-])nn1CC(=O)NCc1cccs1,-0.2,3,6,-3,2,-2,0,1,1,-7
Cn1cnnc1SCC(=O)N1CCc2ccccc2C1,0.0,-9,-3,10,5,-1,3,5,-5,-9
COC(=O)C1CN(Cc2cn(Cc3ccc(OC)cc3)nn2)CCS(=O)(=O)N1Cc1ccc(F)cc1 (stereo unspecified),-0.1,-8,-3,4,-1,-1,0,3,x,x
COc1cc(OC)cc(C(=O)N[C@H](C(=O)Nc2nc3ccccc3[nH]2)C(C)C)c1,0.0,-1,-6,-1,2,3,1,-3,8,9
COc1ccc(C)cc1NC(=O)c1cccc(-c2ccc(OC(C)=O)cc2)c1,0.2,2,5,-1,0,-1,4,-8,6,-10
CC(C)(C)c1ccc(C(=O)NC(=S)N2CCCCCC2)cc1,-0.1,-1,7,7,3,-2,-3,-2,-6,-11
N#C/C(=C\c1ccc(N2CCCC2)c([N+](=O)[O-])c1)c1nc2ccccc2[nH]1,0.1,0,-9,2,-55,-1,-6,-70,4,0
COc1ccc(C(=O)Nc2ccc(N3CCCCC3)cc2)cc1Br,0.1,7,-4,-5,0,3,1,4,12,13
Cc1ccc2[nH]c(=O)c(CN(CCCN(C)C)C(=O)Nc3cccc(Cl)c3)cc2c1,0.4,-6,-3,-5,4,0,-6,5,8,10
COc1ccc(C(=O)COc2ccccc2N2C(=O)C3C4C=CC(C4)C3C2=O)cc1 (stereo unspecified),-0.2,-7,5,2,1,0,0,1,1,-5
COC(=O)c1ccc(NC(=O)CN2CCOCC2)cc1,0.4,-4,7,-4,-2,-1,-5,4,3,3
CCOC(=O)c1ccc(NC(=O)NC2CC3CCC(C2)N3Cc2nnnn2C(C)(C)C)cc1 (stereo unspecified),0.4,3,12,-3,0,3,-10,-1,-4,-3
CCOc1ncccc1C(=O)OCC(=O)Nc1ccc(C)c(S(=O)(=O)N2CCOCC2)c1,-0.3,1,-5,2,3,3,-4,0,3,13
CC(=O)Nc1ccc(C#Cc2ccc(NC(C)=O)cc2)cc1,-2.4,-8,5,-3,-2,-3,-6,-6,-1,2
CN(C)CCNC(=O)C(=O)NCC1OCCN1S(=O)(=O)c1ccc([N+](=O)[O-])cc1 (stereo unspecified),-1.1,0,-1,-1,0,-3,-1,-3,2,3
O=C(CCc1c[nH]c2ccccc12)OCc1ccc(Br)cc1,0.1,3,-10,-11,0,5,12*,-21,-6,13
CN(C)S(=O)(=O)c1ccc(Cl)c(NC(=O)COC(=O)CNS(=O)(=O)c2c(F)cccc2F)c1,-1.0,2,4,-5,0,5,-4,-7,-3,2
Cc1cc(=O)oc2cc(OC(C)C(=O)NCC3CCCO3)ccc12 (stereo unspecified),0.8,2,0,1,-4,-4,-32,-16,-4,-13
COc1ccc(NS(=O)(=O)c2cccc(C(=O)N/N=C/c3cn(-c4ccccc4)nc3-c3ccccc3)c2)cc1,-0.2,2,-5,-8,2,-2,-6,-9,3,2
O=C(NCc1ccccc1)C(=O)NCC1OCCN1S(=O)(=O)c1cccs1 (stereo unspecified),-0.4,1,5,-1,-1,2,-1,-5,15,-3
O=C(Nc1ccccc1)Nc1ccccc1C(=O)NCC1CC1,0.1,-2,5,-4,-2,-2,-2,-10,0,-1
BrC(/C=N/Nc1nc(N2CCOCC2)nc(N2CCOCC2)n1)=C/c1ccccc1,-0.1,1,-4,0,5,1,0,4,11,10
COc1ccc(C(=O)C[n+]2ccccc2/C=N/O)cc1,2.1,4,-5,1,-14,-2,-6,-15,3,6
Cc1cc(C)c(S(=O)(=O)N2CCCCC2C(=O)O)c(C)c1 (stereo unspecified),0.1,-5,6,8,-2,-2,1,0,4,2
O=C(CCSCCc1ccccn1)Nc1cc(F)ccc1F,0.3,-3,-6,-9,5,5,4,0,8,5

# Look-ups from above.
# `COc1ccc(C(=O)Nc2ccc(N3CCCCC3)cc2)cc1Br` | ARFGAP1 inhibitor = 12
# `OCCN1CCOCCOCCN(CCO)CCN(CCO)CC1` | ASAP1 GAP inh = 1
# `COCCN(C(=O)COC(=O)c1cccc2ccccc12)c1c(N)n(Cc2ccccc2)c(=O)[nH]c1=O` | ARFGAP1 inhibitor = 2
# `Cn1c(CCN2CCCCC2)nc2cc(NC(=O)COc3ccccc3)ccc21` | UHRF1 binding = -2
# `COc1ccc(C2CC(=O)C(C=NCC(C)C)=C(O)C2)cc1` (stereo unspecified) | DDE Tn7 FP inh = -3
# `CCC(CCC(=O)Nc1ccc(S(N)(=O)=O)cc1)C(=O)O` (stereo unspecified) | ADAM17 inh = -2

# Later entries
SMILES,proKLK7 act,MBD2 DNA inh,Tn6 DDE FP,DDE Tn7 FP inh,PLC-gamma1 inh,UHRF1 binding,ADAM17 inh,PLC-beta3 inh,ARFGAP1 inhibitor,ASAP1 GAP inh
Cc1cc(Cl)n2c(nc3cc(F)c(F)cc32)c1C#N,3.3,-4,-10,-5,-270,-6,-37,-346,18,-10
COc1ccc(S(=O)(=O)Nc2c(C)nn(C)c2C)cc1Br,-0.2,-1,6,6,3,-1,-1,-5,2,-15
Cc1ccccc1CSCC(=O)NNC(=S)NCC1CCCO1 (stereo unspecified),-0.2,1,-5,-10,4,0,2,-2,0,-6
COc1ccc(OC)c(C(=O)COC(=O)c2[nH]c(C)c(C(C)=O)c2C)c1,-0.9,7,2,6,-3,3,-10,-22,3,3

# An excerpt of these results, with bars between the fields.
compound | proKLK7 act | MBD2 DNA inh | Tn6 DDE FP | DDE Tn7 FP inh | PLC-gamma1 inh | UHRF1 binding | ADAM17 inh | PLC-beta3 inh | ARFGAP1 inhibitor | ASAP1 GAP inh
Cc1nc(SCC(=O)c2c[nH]c3ccccc23)n[nH]1 | 0.2 | -3 | -1 | -3 | -1 | 0 | -1 | 3 | 12 | -6
COc1ccc(/C=N/NC(=O)c2nc(Cl)c(Cl)c(N)c2Cl)cc1COc1ccccc1F | 42* | -6 | 7 | 1 | -222 | -3 | -118 | -337 | -9 | -4
